# Screening data as filed in PubChem BioAssay.
# NS3 helicase inh = inhibitors of HCV NS3 helicase, primary screen, biochemical, Cy5 molecular beacon fluorescence; Hepatitis C virus NS3 helicase; inhibition, % at 10.9 µM; NS3 helicase DNA unwinding; AID 1800, 2009; 290,000 tested, 0.56% active;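 active = inhibition above the mean of all tested compounds plus 3 SD, set per campaign, cut at about 35% in these data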;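 also: 0% = DMSO wells and 100% = thioflavine S control wells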
#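 test system = hepatitis C virus NS3 helicase domain fragment enzyme | reagent = annealed dual-labelled DNA beacon duplex, ATP-started | times = 1 h at 25 °C | detection = Cy5 fluorescence, 0 and 60 min reads | read-out basis = percent inhibition from t60/t0 fluorescence ratio | control set = DMSO and thioflavine S | replication = one well per compound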
# VIM-2 inh = VIM-2 metallo-beta-lactamase inhibitors, primary screen, biochemical, epi-absorbance readout, Pseudomonas aeruginosa enzyme; purified VIM-2, nitrocefin hydrolysis, epi-absorbance fluorescence; inhibition, % at 5.6 µM; 290,000 tested, 0.89% active; AID 1527, 2009;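 active = inhibition above the mean of all tested compounds plus 3 SD, cutoff set per screening run, cut at about 7.5% in these data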;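 also: red hydrolysis product quenches plate fluorescence so inhibitors raise well fluorescence; 0% = enzyme with DMSO and 100% = DMSO without enzyme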
# GalR3 antagonist = GalR3 antagonists in HEK293 cells, primary screen, cell-based, fluorescence readout. 360,000 tested, 0.44% active. HEK293 GalR3-CNG cAMP membrane potential fluorescence; galR3 body fused to GalR1 C-terminus. Galanin receptor type 3 (Homo sapiens), O60755. inhibition, % at 3 µM. AID 651719, 2012;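 active = inhibition above the screen-wide average plus 3 SD, cut at about 13% in these data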;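 also: forskolin and galanin both at EC90 stimulate the cells; cAMP rise reported by CNG channel membrane potential dye signal; 0% = forskolin plus galanin with DMSO and 100% = forskolin alone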
# Target sequence (O60755 1-299 limits assumed): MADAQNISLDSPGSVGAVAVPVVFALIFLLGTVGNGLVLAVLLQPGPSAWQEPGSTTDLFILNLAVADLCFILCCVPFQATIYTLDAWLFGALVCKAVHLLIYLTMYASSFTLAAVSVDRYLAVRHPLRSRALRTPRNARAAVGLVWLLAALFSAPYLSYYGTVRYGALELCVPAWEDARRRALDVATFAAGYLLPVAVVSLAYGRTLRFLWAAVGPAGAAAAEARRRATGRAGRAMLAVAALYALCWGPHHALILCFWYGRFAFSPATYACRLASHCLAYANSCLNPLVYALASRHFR
# PHOSPHO1 block = PubChem AID 1565. Phosphoethanolamine/phosphocholine phosphatase (Homo sapiens), Q8TCT1. recombinant PHOSPHO1, absorbance phosphatase assay. inhibition, % at 13.3 µM. 290,000 tested, 1.1% active; in the data active = inhibition above about 60%
# Target sequence (Q8TCT1 whole entry, looked up): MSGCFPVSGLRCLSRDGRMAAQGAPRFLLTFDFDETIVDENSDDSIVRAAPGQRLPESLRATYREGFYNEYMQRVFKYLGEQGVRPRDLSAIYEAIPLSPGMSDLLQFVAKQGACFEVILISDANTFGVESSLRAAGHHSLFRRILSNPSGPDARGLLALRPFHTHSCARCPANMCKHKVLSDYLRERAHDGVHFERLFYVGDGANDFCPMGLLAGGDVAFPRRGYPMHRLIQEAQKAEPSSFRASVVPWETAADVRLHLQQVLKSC
# GPR7 antagonist = GPR7 receptor antagonists, primary screen, cell-based, fluorescence, single concentration; GPR7-expressing cells, fluorescence antagonist assay; Neuropeptides B/W receptor type 1 (Homo sapiens), P48145; 290,000 tested, 1.1% active; inhibition, % at 4.4 µM; in the data active = inhibition above about 16%, passing the limit was not always enough;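 also: cells stimulated with the agonist NPW; 0% = agonist with vehicle and 100% = vehicle without agonist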
# V1R ag counter = agonists of human V1a receptor, primary screen, counter-screen for OXTR agonist project, fluorescence, CHO-V1R cells. 320,000 tested, 0.25% active. AID 2797, 2010. activation, % at 3 µM. Vasopressin V1a receptor (Homo sapiens), P37288. Fluo-8 calcium fluorescence, agonist mode; 0% DMSO, 100% 3 nM vasopressin;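 active = activation above the mean activation of all tested compounds plus 3 SD, per screening run, cut at about 20% in these data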;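 also: signal is peak over basal fluorescence ratio across a 100 second FLIPR read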
# Target sequence (P37288 whole entry, looked up): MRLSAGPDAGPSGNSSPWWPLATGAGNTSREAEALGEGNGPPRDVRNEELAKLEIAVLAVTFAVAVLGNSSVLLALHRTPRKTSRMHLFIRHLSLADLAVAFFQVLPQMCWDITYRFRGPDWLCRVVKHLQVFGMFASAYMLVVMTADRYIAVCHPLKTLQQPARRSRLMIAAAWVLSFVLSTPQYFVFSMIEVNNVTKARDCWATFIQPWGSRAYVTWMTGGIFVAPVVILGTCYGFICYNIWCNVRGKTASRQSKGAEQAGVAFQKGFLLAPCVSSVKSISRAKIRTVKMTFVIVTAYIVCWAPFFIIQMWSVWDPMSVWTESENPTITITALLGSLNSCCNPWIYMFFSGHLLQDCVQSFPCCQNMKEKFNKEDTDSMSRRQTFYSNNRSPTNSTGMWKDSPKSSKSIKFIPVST
# OXTR agonist = human OXTR agonists, primary screen, fluorescence, CHO-OTR cells, Fluo-8 calcium; Fluo-8 calcium fluorescence; normalized: DMSO 0%, oxytocin 100%; activation, % at 3 µM; 320,000 tested, 0.32% active;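 active = activation above the mean of all tested compounds plus 3 SD, cutoff set per screening run, cut at about 20% in these data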;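 also: peak over basal fluorescence ratio from a 100 s FLIPR kinetic read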
# IMP-1 inhibitor = IMP-1 metallo-beta-lactamase inhibitors, primary screen, biochemical, epi-absorbance readout, Pseudomonas aeruginosa enzyme. purified IMP-1, nitrocefin hydrolysis, epi-absorbance fluorescence. inhibition, % at 5.6 µM. 290,000 tested, 0.45% active. AID 1556, 2009. metallo-beta-lactamase IMP-1 (Pseudomonas aeruginosa);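 active = inhibition above the mean plus 3 SD of all compounds in the same screening run, cut at about 4.5% in these data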;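 also: 0% = IMP-1 with DMSO and 100% = DMSO wells lacking enzyme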
#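 system = purified recombinant IMP-1 beta-lactamase | amount = 0.2 nM IMP-1, as dispensed | medium = HEPES buffer pH 7.1 with ZnSO4 and Brij 35 | times = 25 °C, 15 min preincubation, 25 min reaction | detection = plate fluorescence quenching by hydrolysis product, ex 480/em 530 nm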
# DNA FID counter = compounds displacing fluorescent DNA intercalator, primary screen, artefact control for HCV NS3 helicase inhibitor project, biochemical, FID fluorescence | AID 1845, 2009 | DNA fluorescent intercalator displacement | inhibition, % at 7.9 µM | 290,000 tested, 0.17% active; in the data active = inhibition above about 37%;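 also: 0% = vehicle and 100% = reference compound; higher means more ethidium bromide displaced from hairpin DNA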
# Active calls of the source: *; x = not tested or not shown.
nr	Compound	NS3 helicase inh	VIM-2 inh	GalR3 antagonist	PHOSPHO1 block	GPR7 antagonist	V1R ag counter	OXTR agonist	IMP-1 inhibitor	DNA FID counter
1	Cc1cc(C)nc(Sc2ccc([N+](=O)[O-])cc2[N+](=O)[O-])n1	-5	-2.0	8	8	0	-0.1	-1.2	-1.2	5
2	CCOc1ccc(Nc2nc(Cc3nnc(SCC(=O)O)o3)cs2)cc1	32	-2.6	-3	43	-12	1.3	0.3	-5.6	-42
3	Cc1ccc(N(CC(=O)N2CCN(Cc3ccccc3)CC2)S(C)(=O)=O)cc1C	10	-2.8	-10	39	6	2.9	0.7	-4.1	-27
4	CC1(NC(=O)C2CCN(C(=O)Nc3ccccc3)CC2)CCS(=O)(=O)C1 (stereo unspecified)	3	-2.5	-1	38	-3	0.6	1.9	-2.0	0
5	N#Cc1c(-c2ccccc2)nc(SCC(=O)Nc2ccc(OC(F)(F)Cl)cc2)[nH]c1=O	-12	1.0	-9	7	3	3.7	0.4	-1.3	29
6	CCOCCCNC(=O)c1cc(Sc2nnc(C)s2)nc2ccccc12	4	1.1	-6	8	-20	-0.6	-0.4	-2.7	-32
7	COc1ccccc1-n1c(SCC(=O)Nc2ccccc2C)nc(O)cc1=O	1	-3.4	-6	-16	-13	1.4	0.2	-2.0	-27
8	C=CCn1c(O)c2ccc(C(=O)N=NC(=O)COc3ccc(OC)cc3)cc2c1O	2	-3.9	3	x	-9	1.1	0.1	-1.7	-5
9	Cc1ccc(N2CCN(S(=O)(=O)c3ccc4c(c3)NC(=O)C(C)C(=O)N4)CC2C)cc1 (stereo unspecified)	2	-3.6	x	28	2	-0.9	-1.4	-2.7	-39
10	CS(=O)(=O)c1ccc2nc(N)sc2c1	-4	-0.4	-1	21	-15	0.8	-0.1	-2.8	2
11	COc1cccc(NC(=O)Cc2ccc(C)cc2)c1	-3	-2.2	-4	9	13	0.1	-0.7	-2.2	-6
12	COCn1ccnc1C(O)(c1ccc(OC)cc1)c1ccc(OC)cc1	-4	-4.5	0	-10	-9	-0.6	-0.5	-3.3	-10
13	CC1=C(C#N)C(/C=N/OCc2ccc(F)cc2Cl)CC(=O)N1 (stereo unspecified)	8	-4.2	-1	-20	3	-0.4	-0.4	-2.8	0
14	CC1(C)Cc2nc3nc(SCC(=O)Nc4ccccc4)nc(N)c3cc2CO1	2	-1.4	5	8	-6	-0.2	-1.5	-1.5	-10
15	O=[N+]([O-])c1cccnc1SCc1ccccc1	-6	-1.3	-10	36	-6	-1.5	-2.4	-3.1	6
16	COc1ccc(N2CCN(C(=S)Nc3cccc(C)c3C)CC2)cc1	11	-1.4	-6	3	3	0.6	2.6	-1.2	-3
17	Cc1ccc(NC(=S)N(Cc2cccs2)Cc2cc3cc(C)cc(C)c3[nH]c2=O)cc1	11	-1.8	-2	-9	-5	0.1	-1.0	-2.2	-2
18	CC(C)NC(=S)Nc1c(N)[nH]c(=O)[nH]c1=O	7	-1.2	-3	-4	-16	0.1	-0.2	-2.6	-1
19	CC(C)C[C@H](NC(=O)C1CCN(S(=O)(=O)c2ccccc2)CC1)C(=O)NCc1ccccn1	5	-1.4	-1	13	-1	1.2	-0.1	-1.2	-36
20	CC1CCN(CC(O)COc2ccc(C(=O)c3ccccc3)cc2)CC1 (stereo unspecified)	-5	1.2	-10	8	0	1.9	0.1	-0.6	12
21	CC1(C)CC(=O)C(N=Nc2ccc(S(=O)(=O)N3CCOCC3)cc2)=C(O)C1	5	-1.1	0	32	-7	0.2	1.0	-0.9	-5
22	O=C1c2ccccc2C(=O)N1Cc1nc2ccccc2o1	0	1.9	1	8	21	0.1	-0.6	0.8	0
23	CCn1c2ccccc2c2cc(NC(=O)c3cccc(OC)c3OC)ccc21	-10	-2.2	0	6	-12	1.4	-2.1	-3.4	-16
24	CCc1ccc(N(C)S(=O)(=O)c2ccc3[nH]cc(C(=O)NCCN4CCOCC4)c(=O)c3c2)cc1	-7	-2.8	-4	2	2	-0.5	0.8	-3.9	-2
25	CCOc1cc(CNCCc2c[nH]c3ccccc23)cc(Cl)c1OCC(N)=O	-27	0.8	-7	-37	4	3.7	4.3	-0.6	6
26	Cc1cc(NN)nc(NS(=O)(=O)c2ccccc2)n1	-4	-1.5	-5	33	1	-0.3	-2.5	-1.4	-14
27	CCOC(=O)c1cc(C#N)c(NCc2ccccc2)nc1C	0	-2.3	-2	2	-3	-1.2	-1.5	-1.9	-6
28	Fc1ccc(NC(=S)NNc2ncc(C(F)(F)F)cc2Cl)c(F)c1	14	-4.0	92*	-8	20	15	16	-3.9	-7
29	COc1ccccc1-n1cnc(N)c1C(=O)c1ccccc1	-2	-2.4	5	-2	-5	0.8	0.8	-2.0	-6
30	COC(=O)C(NC(=O)c1ccccc1)=C1C=C(C)OC(C)=C1	7	-1.9	-4	13	-11	0.8	0.0	-1.0	0
31	COc1ccc(-c2cc(C(=O)NC(C)C)no2)cc1	0	-1.5	-6	-14	-7	0.9	2.1	-0.9	-6
32	COc1ccc(/C=N/NC(=O)c2ccc(COCC(F)(F)C(F)F)cc2)cc1	11	-0.2	1	7	-2	3.0	1.4	-0.2	-16
33	c1cnc2c(OCc3cn4cccnc4n3)cccc2c1	-3	-0.9	-2	23	-7	-0.3	-1.1	-3.2	-9
34	O=C(c1ccco1)N(CCCN1CCOCC1)c1nc(-c2ccc(F)cc2)cs1	-35	-2.2	-3	7	7	0.1	-2.1	-2.6	-1
35	CCc1ccccc1NC(=O)Nc1cccn(Cc2ccc(F)cc2)c1=O	31	-4.8	0	22	12	-1.2	-1.9	-2.9	-9
36	CC(C)CN1CCN(Cc2cccc3ncccc23)CC1CCO (stereo unspecified)	-1	-6.3	10	27	-5	0.1	0.9	-2.8	-1
37	COc1ccc(CCNC(=O)CCC(=O)n2ncc3cc(C)ccc32)cc1OC	-10	-1.4	x	18	-4	0.4	0.8	-1.7	-10
38	CCOc1cc(N2CCOCC2)c(OCC)cc1NC(=O)C(C)(C)C	-4	-2.0	-4	21	-3	-0.7	0.9	-1.7	-19
39	O=C(O)CSc1cc(C(=O)c2cc(F)ccc2O)cn2c(=O)c3c(-c4ccccc4)csc3nc12	23	-4.0	-1	38	-15	-0.8	-1.4	-3.3	-4
40	COc1ccc2cc3cc(C(=O)NCCCN4CCOCC4)oc3nc2c1	7	0.8	-1	4	8	-0.8	-0.7	-3.2	23
41	Cc1ccc(/C=C2/Sc3ccccc3N(CC(=O)NCC3CCCO3)C2=O)cc1 (stereo unspecified)	-9	-2.2	x	37	-11	1.4	-0.8	-2.0	-42
42	NC(=O)c1nc(N2CCOCC2)nc(N2CCOCC2)n1	-3	-1.3	-3	1	-12	0.0	1.4	-1.8	0
43	O=C(Nc1ccc2ccccc2c1)c1cnccn1	1	-3.3	-8	38	-11	1.2	0.7	-4.0	-4
44	CN(Cc1ccc(N(C)C)cc1)C(=O)c1cc2ccccc2o1	12	0.7	-9	35	41*	3.1	-0.9	-0.2	-22
45	O=C(Nc1cccc([N+](=O)[O-])c1)NC1CCCCCCC1	-3	-2.4	-3	42	-9	x	x	-2.0	-2
46	COc1cccc(CNC(=O)CCCNC(=O)c2ccc(Cl)cc2)c1	9	0.8	-1	25	-12	1.1	-0.2	-2.3	-17
47	O=C(CCCCCn1c(=S)[nH]c2ccccc2c1=O)N1CCOCC1	2	1.7	-4	15	-3	0.7	0.1	-0.2	-6
48	COCCCC1CCN(C(=O)C2CCC(=O)N(Cc3ccccc3F)C2)CC1 (stereo unspecified)	3	-3.5	-2	51	-8	x	x	-3.9	-47
49	CCCN(CCC)Cc1c(C(=O)OCC)nnn1-c1nonc1N	3	-1.9	-1	-6	-7	-0.3	-1.9	-2.8	-7
50	O=C(NCCc1ccc2c(c1)OCO2)C1CCN(S(=O)(=O)c2ccc(Cl)cc2)CC1	-2	-1.4	-3	6	-8	0.9	1.6	-3.0	-13
51	COc1ccccc1NC(=O)CCCc1nnc2n(C)c(=O)c3sccc3n12	1	-1.0	-8	43	-14	0.9	0.1	-1.7	-11
52	CCOC(=O)c1c2n(c3ccc(OC(C)=O)cc13)CCC2	0	-0.5	x	-9	-7	3.6	-2.4	-1.2	-8
53	Cc1ccc(-c2csc(NC(=O)CSc3nnc4c(n3)[nH]c3ccccc34)n2)cc1	8	-3.6	-3	0	-13	1.5	0.1	-2.3	3
54	CCOc1ccc(-c2cn(CCC#N)cn2)cc1	-3	-0.6	-7	45	-5	-0.3	-1.3	-3.1	-7
55	Cc1nn(CC2CC2)c(=O)n1-c1ccc(C(C)C)cc1	4	-2.2	3	25	0	-1.2	-0.7	-2.9	-9
56	CNC(=S)N(CCc1c(C)[nH]c2ccc(OC)cc12)Cc1cccnc1	-5	2.7	7	59	-2	0.0	-0.1	0.8	-13
57	COc1ccccc1CCC(=O)Oc1ccccc1C#N	2	-1.7	1	15	-3	x	x	-1.5	-18
58	C=CCOc1ccc(C2N3CC4(CC)CN2CC(CC)(C3)C4=O)cc1 (stereo unspecified)	-12	0.1	-3	-2	-7	-1.2	-1.8	-2.3	-2
59	COc1ccc(CCN(C)c2ccc(S(=O)(=O)N3CCCC3)cn2)cc1OC	-4	0.5	4	27	-17	0.8	4.1	-1.8	-24
60	CC(C)OC(=O)c1ccc(NC(=S)NC(=O)c2cncc(Br)c2)cc1	0	-6.2	-9	44	3	-0.2	-0.4	-0.3	-30

# Further records follow:
nr	Compound	NS3 helicase inh	VIM-2 inh	GalR3 antagonist	PHOSPHO1 block	GPR7 antagonist	V1R ag counter	OXTR agonist	IMP-1 inhibitor	DNA FID counter
61	Oc1ccccc1C=Nc1ccccc1-c1nc2ccccc2[nH]1	0	-2.6	-13	-8	-2	-1.2	-1.4	-2.5	4
62	O=C(OCC(=O)c1c[nH]c2ccccc12)c1cccc(O)c1	4	-1.6	-2	7	13	2.1	5.1	0.1	2
63	COCc1c(C#N)c(NCCc2ccccc2)nc(C)c1[N+](=O)[O-]	6	-0.9	-5	9	2	1.2	-1.2	-1.5	0
64	Cc1ccc(N(CC(=O)NC2CCCC2)C(=O)c2c(C)noc2C)cc1C	6	-2.2	2	20	-6	-0.8	-0.8	-3.2	-26
65	O=C(N/C=C/c1ccco1)NCc1ccccc1	24	-0.1	-4	20	-10	1.0	1.2	-2.4	-3
